# Assay outcomes deposited in PubChem by National Center for Advancing Translational Sciences (NCATS).
# IL2 activator: activators of IL-2 | IL-2 activation reporter assay, cell-based qHTS; stimulated with anti-CD3/CD4/CD28 beads; in transgenic mouse T cells | activation, % (series mostly up to about 46 µM) | 0.065% of 360,000 active; in the data active = activation above about 50%; inconclusive = mostly about 30% to 49%; note: 0% is about no effect
#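 First, unstimulated transgenic mouse T cells were exposed to compound for 60 min. Next, anti-CD3/anti-CD4-coated beads with anti-CD28 were added. Finally, after 18 h at 37 degrees C, EGFP and DsRed were imaged.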
# EPAC1 antag: blocks human EPAC1 exchange factor; EPAC1 GEF assay, Rap1b-BODIPY-GDP exchange fluorescence; Potency, µM (highest dose often 115 µM), for inactives: at the highest dose activity change, negative = inhibition, most hits filed as inhibitors; 0.14% of 360,000 active; AID 720709;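 note: potency is the fitted concentration of half-maximal effect; plate controls were vehicle for no effect and positive control for full effect; nearly all actives have a fitted effect of over 50% in size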
# Abeta yeast res: compounds reversing amyloid beta toxicity in yeast; 0.063% of 410,000 active; AID 1347071; yeast expressing A-beta42, growth rescue, OD600, 48 h; response scale: 0% DMSO, 100% iron-clioquinol control; Potency, µM (top dose mostly 46.1 µM), for the others: at the top dose growth rescue, actives largely listed as activators; note: potency is the fitted concentration of half-maximal effect; nearly all actives have a fitted effect of over 55% in size
#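 Yeast growth medium received pinned compounds, then yeast cells expressing toxic A-beta were added; plates incubated at 30 C for 48 hr. Growth read as absorbance at 600 nm, normalized to DMSO and equimolar FeCl3 plus clioquinol controls.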
# EPAC1 agonist: EPAC1 (human) agonism; O95398; EPAC1 agonist qHTS, biochemical assay; response scale: 100% = response to 6.5 mM cAMP; Potency, µM (titrated, usually from 154 µM), for inactives: at the highest dose activation, hits mostly activators; 0.073% of 360,000 active; AID 720707; note: potency is the fitted concentration of half-maximal effect; nearly all actives have a fitted effect of over 60% in size
#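 Fluorescent GDP-exchange assay: 100 nM EPAC1 with 250 nM Rap1B preloaded with BODIPY-GDP and 50 uM GDP; compounds tested as concentration series, 5 min at room temperature, then read every 5 min for 30 min (ex 480/em 540 nm); normalized to 6.5 mM cAMP.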
# PI5P4K alpha inh: inhibitors of human PI5P4K alpha | AID 652105 | PI5P4Kalpha enzyme, ADP-Glo luminescence, 60 min; stronger effect = lower value | P48426 | 1.2% of 330,000 active | max response, %; active = max response of -50% or lower; inconclusive = between -30% and -50%; inactive = -30% or higher; note: value at the top dose of about 77 µM; % is set by controls: 0 for no effect and ±100 for the full control effect
#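 Human PI5P4Kalpha with substrate in 0.038 M HEPES pH 7.4, 0.28 mM EGTA, 0.1% CHAPS, 5% DMSO; reaction started with 5 microM ATP (final), 60 min at room temperature. ADP formed read by ADP-Glo luminescence.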
# FUS suppressor: suppressors of FUS proteinopathy in yeast; S. cerevisiae FUS-expressing, growth rescue, OD600, 24 h; Potency, µM (highest dose often 76.6 µM), for inactives: top-dose growth rescue (activation), actives largely listed as activators; 0.24% of 390,000 active;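 note: potency is the fitted concentration of half-maximal effect; plate controls were DMSO vehicle for no effect and reference control for full effect; nearly all actives have a fitted effect of over 55% in size; some results filed as inactive show a strong effect at the top dose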
#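 Quantitative HTS measuring growth restoration of FUS-toxic yeast. Galactose-induced cells (OD 0.005) were exposed 24hr at 30C to compounds at several concentrations, then absorbance at 600 nm was recorded.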
# WRN helicase inh: blocks human WRN helicase; Q14191; WRN helicase unwinding, fluorescent forked duplex, kinetic; 0.46% of 360,000 active; Potency, µM (highest dose often 114 µM), for inactives: at the top dose activity change, negative = inhibition, actives largely listed as inhibitors; note: potency is the fitted concentration of half-maximal effect; % is set by controls: 0 for no effect and ±100 for the full control effect; nearly all actives have a fitted effect of over 55% in size
# Target sequence (Q14191 whole entry, looked up): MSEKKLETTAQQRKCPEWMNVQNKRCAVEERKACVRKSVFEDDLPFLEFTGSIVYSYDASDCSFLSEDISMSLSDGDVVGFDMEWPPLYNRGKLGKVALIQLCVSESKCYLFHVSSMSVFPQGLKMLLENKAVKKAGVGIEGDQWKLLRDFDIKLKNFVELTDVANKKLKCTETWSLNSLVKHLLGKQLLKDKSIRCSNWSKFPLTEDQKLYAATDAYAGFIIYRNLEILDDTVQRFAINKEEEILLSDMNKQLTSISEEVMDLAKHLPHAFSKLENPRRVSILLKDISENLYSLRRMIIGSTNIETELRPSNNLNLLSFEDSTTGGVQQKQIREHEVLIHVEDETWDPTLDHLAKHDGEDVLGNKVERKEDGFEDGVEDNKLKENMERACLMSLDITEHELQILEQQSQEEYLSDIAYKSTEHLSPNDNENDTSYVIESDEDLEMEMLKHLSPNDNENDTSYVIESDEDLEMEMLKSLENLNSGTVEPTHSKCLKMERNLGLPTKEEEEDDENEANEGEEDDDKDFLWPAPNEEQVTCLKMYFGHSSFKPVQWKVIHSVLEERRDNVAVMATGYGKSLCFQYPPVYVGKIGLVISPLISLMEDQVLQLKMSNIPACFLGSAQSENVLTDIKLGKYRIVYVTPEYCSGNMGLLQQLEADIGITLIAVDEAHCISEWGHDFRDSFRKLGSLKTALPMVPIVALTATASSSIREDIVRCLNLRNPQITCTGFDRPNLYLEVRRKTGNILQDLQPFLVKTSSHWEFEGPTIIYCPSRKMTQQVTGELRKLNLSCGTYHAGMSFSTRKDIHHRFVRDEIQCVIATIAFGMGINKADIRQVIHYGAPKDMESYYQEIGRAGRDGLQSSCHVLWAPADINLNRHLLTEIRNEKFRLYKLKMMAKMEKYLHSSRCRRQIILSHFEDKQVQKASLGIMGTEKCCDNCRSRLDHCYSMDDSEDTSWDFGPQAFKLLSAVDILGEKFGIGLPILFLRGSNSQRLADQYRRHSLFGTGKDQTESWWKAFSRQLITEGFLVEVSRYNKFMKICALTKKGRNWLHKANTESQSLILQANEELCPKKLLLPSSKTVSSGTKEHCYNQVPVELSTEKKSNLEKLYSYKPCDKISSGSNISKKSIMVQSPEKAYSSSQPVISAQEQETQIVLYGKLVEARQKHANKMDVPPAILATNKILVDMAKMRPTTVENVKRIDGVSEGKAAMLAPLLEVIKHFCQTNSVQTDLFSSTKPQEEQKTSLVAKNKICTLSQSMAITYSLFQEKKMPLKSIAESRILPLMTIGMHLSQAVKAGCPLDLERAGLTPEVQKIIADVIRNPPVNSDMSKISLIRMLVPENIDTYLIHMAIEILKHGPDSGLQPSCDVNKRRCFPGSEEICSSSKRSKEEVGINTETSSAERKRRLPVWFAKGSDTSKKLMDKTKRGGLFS
#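 Fluorescence dequenching readout, ex 525 nm/em 598 nm, kinetic mode: forked duplex DNA (100 nM final) with adjacent fluorophore and quencher unwound by WRN (20 nM final) with 2 mM ATP. Compound preincubation 15 min, room temperature.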
# PLK1 PBD block: inhibitors of human PLK1 polo-box domain binding; P53350; Plk1 PBD binding of FITC phosphopeptide, fluorescence polarization; Potency, µM, for the others: max response, negative = inhibition, hits mostly inhibitors; 2.8% of 360,000 active; note: potency is the fitted concentration of half-maximal effect; series mostly up to about 57 µM; % is set by controls: 0 for no effect and ±100 for the full control effect; nearly all actives have a fitted effect of over 65% in size
# The depositor's hits bear a star; ? = inconclusive; nt = no result given; [ ] = dose if it differs, or a comment. Unless noted, calls come from the whole dose curve; as a rule, active = well fitted curve in the direction sought with a large enough effect; inconclusive = small, poorly fitted or top-dose-only effect, or another doubt; inactive = no such curve, though single readings can be large; an effect the other way counts as inactive or inconclusive.
structure,Abeta yeast res,PI5P4K alpha inh,FUS suppressor,IL2 activator,PLK1 PBD block,WRN helicase inh,EPAC1 antag,EPAC1 agonist
O=C(NCc1cccnc1)c1cc2nc(-c3ccc4c(c3)OCO4)cc(C(F)(F)F)n2n1,10%,-1,-4%,0.8,-21%,0%,4%,0%
CC(=O)N1CCC2(CC1)CC(=O)c1cc(OCC(=O)NCc3ccco3)ccc1O2,-2%,nt,24%,-0.3,-11%,8%,0%,8%
COc1ccc(/C(N)=N/OC(=O)c2ccc3ccccc3c2)cc1OC,-12%,10,6%,-0.3,5%,2%,10%,8%
CN(c1ccc(C(=O)NCCc2ccccc2)cc1)S(C)(=O)=O,4%,nt,11%,-2.2,0%,0%,20%,-1%
O=C(COc1ccccc1)NCC(=O)N1CCCC(C(F)(F)F)C1 (stereo not given),-1%,-2,-34%,-3.4,-7%,5%,10%,-3%
CN(C)n1cccc1/C=C(\C#N)S(=O)(=O)c1cccc(Cl)c1,-8%,2,4%,-5.2,-9%,-13%,-5%,5%
COc1ccccc1N1CCN(C(=O)CSc2nnc(NC(=O)c3ccco3)s2)CC1,7%,nt,39%,-1.7,-5%,0%,0%,5%
Cn1cc(S(=O)(=O)NCCc2ccccc2)c(=O)n(C)c1=O,0%,0,22%,-2.0,-6%,-3%,-19%,12%
N=c1c(C(=O)NC2CCCC2)cc2c(=O)n3ccccc3nc2n1C1CCCCC1,-17%,-9,-11%,1.2,0%,2%,1%,0%
CCN(Cc1ccccc1)C(=O)c1c(-c2ccccc2Cl)noc1C,11%,0,9%,-2.3,3%,4%,-7%,-1%
COC(=O)c1cccc(NC(=O)CSc2nc(C)cc(=O)[nH]2)c1,-4%,-26,8%,1.8,-11%,-10%[57.1 µM],10%,1%
CC1(C)C(=O)C2(CCCCC2)C(=O)OC1C(=O)c1ccccc1 (stereo not given),-16%,-2,-6%,0.9,-2%,-17%,-12%,3%
CCNC(=S)NNC(=O)c1ccncc1,2%,3,-30%,1.9,3%,-2%,6%,10%
O=c1[nH]n(CCO)c(=O)c2cccnc12,2%,-9,-5%,0.1,-5%,-21%,-16%,-6%
CCN(CC)S(=O)(=O)c1ccc(NC2c3ccccc3C(=O)N2CCN2CCOCC2)cc1 (stereo not given),3%,3,-17%,-1.4,7%,5%,?,-15%
C[C@@H]1CN([C@H](C)CO)C(=O)Cc2cc(NC(=O)Nc3ccccc3)ccc2O[C@@H]1CN(C)C(=O)Nc1ccc2c(c1)OCO2,2%,2,?,0.0,-18%,-7%,-8%,-8%
CN(CC(=O)Nc1c(Cl)cccc1Cl)C(=O)c1ccc(NS(=O)(=O)c2ccc3[nH]c(=O)[nH]c3c2)cc1,-6%,-1,7%,0.8,-7%,-3%,-2%,-2%
COc1ccc(NC(=O)CN(C)C(=O)/C=C/c2cn(Cc3ccccc3)nc2-c2cccnc2)cc1,-16%,-13,31%,-2.6,-11%,15%,-3%,4%
O=C(CCc1nnc(-c2ccccc2)o1)NCC1CCN(C2CCCC2)CC1,3%,-1,7%,0.1,-1%,-4%,1%,5%
CCCC[C@@H]1CN=C(N)N1CCCC,-17%,-1,-18%,-0.2,-15%,3%,4%,-12%
CC(C)Oc1ccc(C(CC(=O)O)NC(=O)Cc2ccc(Cl)cc2)cc1 (stereo not given),-6%,-6,2%,-0.9,5%,3%,3%,0%
Cc1ccc(N(C(=O)c2snc(C(N)=O)c2N)C(C(=O)NC2CCCC2)c2ccncc2)cc1 (stereo not given),-4%,7,38%,-0.2,1%,-2%,-19%,-8%
COc1ccc(-n2c(SCC(=O)Nc3sc4c(c3C#N)CCCC4)nnc2-c2ccc(O)cc2)cc1,5%,0,-1%,1.2,-7%,4%,-3%,10%
CCN(CCNc1ccc(Cl)cc1[N+](=O)[O-])C(=O)c1cc([N+](=O)[O-])c(N(C)C)cc1OC,-5%,nt,26%,-0.6,-10%,-4%,-14%,7%
CCN(C(=O)c1cc2c(=O)n3ccccc3nc2n1C)C1CCCCC1,-39%[inhibitor],0,30%,-3.3,-26%,-16%,1%,-13%
COc1cc(F)ccc1-c1csc(C(NC(C)=O)c2ccccc2)n1 (stereo not given),8%,-2,-20%,2.1,4%,12%,-15%,-9%
CC(Oc1ccccc1)C(=O)NN1Cc2ccccc2C1=N (stereo not given),6%,0,-12%,0.3,-4%,0%,-6%,7%
O=C(N/N=C\c1ccc(O)c([N+](=O)[O-])c1)C1COc2ccccc2O1 (stereo not given),nt,-23,-9%,0.9,-2%,-7%,-8%,-1%
CNC(=O)c1ccccc1NC(=O)C1CC(=O)N(C(C)C)C1 (stereo not given),9%,-2,-7%,-1.2,11%,-10%,-22%,10%
CCC(C)(C)NC(=O)C(c1cccc(OC)c1)N(C(=O)CNC(=O)c1cccs1)c1cccnc1 (stereo not given),-2%,2,-25%,-0.8,-3%,-5%[57.1 µM],-3%,4%
O=C(CCn1c(=O)oc2ccccc21)Nc1ccccc1,-1%,-19,11%,2.7,?,0%,?,5%
O=C(N/N=C/C=C/c1ccccc1)c1cccs1,-3%,0,-7%,0.7,-12%,0%,-2%,16%
CCc1nnc(NC(=O)CSc2nnc(-c3ccccc3O)o2)s1,23%,7,-5%,-0.7,24µM*,-7%[57.1 µM],4%,-1%
CSc1ccc(CN2CCC(C)(Oc3ccc(CC#N)cc3)C2)cc1 (stereo not given),-2%,0,-19%,2.5,-3%,-6%,-14%,9%
N/C(=N\c1nc(CSc2ccc(Cl)cc2)cc(=O)[nH]1)Nc1cccc2ccccc12,8%,2,nt,0.7,-10%,8%,-16%,6%
CCOC(=O)c1c(C)[nH]c(C(=O)OC/C(O)=C(\C#N)c2nc3ccccc3[nH]2)c1C,10%,?,43%,-1.6,4%,-12%,6%,-5%
CC(C)C(=O)N[C@@H]1c2ccccc2CC[C@@H]1OCc1ccccc1,-6%,-12,-21%,0.3,-5%,1%,3%,-22%
O=[N+]([O-])c1cccc(/C=N\N=C2c3ccccc3-c3ccccc32)c1O,-10%,-54*,nt,0.3,?,0%,-12%,11%
Cc1ccn(CC(=O)N2CCCC(N3CCN(c4ccccc4F)CC3)C2)n1 (stereo not given),14%,0,-2%,-0.5,?,-5%,-6%,3%
CCCN(CCC)c1ccc(/C=C/c2ccc3cc(OCC)ccc3n2)cc1,5%,-8,5%,-3.7,28%,5%,-10%,3%
COc1ccc(C(CNC(=O)c2ccc(-c3ccccc3Cl)o2)N2CCCC2)cc1 (stereo not given),9%,-1,15%,-3.4,2%,1%,-5%,11%
O=C(NC1CCCCC1)C1CCN(c2nnnn2-c2ccccc2)CC1,20%,nt,15%,0.1,-3%,9%,-13%,0%
Cc1ccc(-c2cc(-c3ccco3)c(C#N)c(=O)[nH]2)cc1,8%,-17,-21%,0.3,-22%,32µM*,-17%,7%
Cc1cc(C(=O)NC2CC2)c2ccccc2n1,-3%,-6,-6%,1.9,-4%,-8%,-8%,-2%
CCOC(=O)c1nnn(-c2ccccc2)c1C,-8%,0,14%,-2.0,-9%,0%,4%,-2%
CC(=O)N1CCN(c2ccc(NC(=O)c3ccco3)cc2Cl)CC1,17%,0,18%,0.9,-4%,-1%,-23%,7%
O=C(O)c1cccc2c1-c1ccc([N+](=O)[O-])cc1C2=O,-1%,-15,nt,-2.3,1%,-6%,-4%,0%
CC(c1ccccc1)C(CC(=O)O)C(=O)Nc1ccc(Cl)c(Cl)c1 (stereo not given),3%,-4,11%,-1.6,-14%,13%,-10%,-15%
Cc1cc(=O)[nH]c2c(C)c(N)ccc12,11%,0,0%,1.0,-2%,4%,10%,-2%
O=C(NC1CCCCC1)C1CCC(=O)N(C2CC2)C1 (stereo not given),4%,5,-16%,-3.8,-4%,1%,20%,12%

# Following part.
structure,Abeta yeast res,PI5P4K alpha inh,FUS suppressor,IL2 activator,PLK1 PBD block,WRN helicase inh,EPAC1 antag,EPAC1 agonist
O=C(NCCCNCc1ccccc1)c1ccncc1,6%,nt,22%,-2.1,-3%,-2%,4%,0%
COCCNC(=O)c1c[nH]c2ccc(S(=O)(=O)N3CCC4(CC3)OCCO4)cc2c1=O,4%,8,nt,1.8,-4%,-8%,5%,3%
Cc1ccc(C(=O)N/C(=C\c2cccs2)C(=O)N2CCN(C)CC2)cc1C,4%,9,nt,-2.1,-4%,-13%,6%,4%
O=C1C(=O)N(CCO)C(c2cccc(F)c2)/C1=C(\O)c1ccc(Cl)cc1 (stereo not given),2%,3,nt,0.4,-6%,-28%,-1%,-3%
O=C(Nc1cccc(C(F)(F)F)c1)c1cc2c(s1)-c1ccccc1OC2,6%,4,-3%,-0.4,-3%,-2%,?,3%
CCOC(=O)C(=O)N(C)c1c(CC)nc2c(OCCC3CCCCC3)cccn12,1%,?,29%,-0.6,-20%,-2%,-27%,-2%
C=CCn1c(SCC(=O)Nc2nnc(C)s2)nnc1C1CC1,4%,3,10%,-1.1,-9%,-7%,14%,-5%
CN(C)/C(=N\S(=O)(=O)c1ccccc1)c1ccc(Cl)cc1,-16%,-7,-35%,-1.3,-4%,0%,3%,3%
Cc1cc(Nc2ccc3c(c2)OCCO3)c2cccc(C)c2n1,-12%,-3,25%,-1.0,-4%,-3%,-13%,-2%
COc1ccc(OCC(=O)Nc2ccc(NC(=O)c3ccco3)cc2)cc1,17%[9.22 µM],1,-16%,-0.5,-2%,-23%,-7%,-6%
COc1ccccc1N1CCN(Cc2nnnn2CCc2ccccc2)CC1,15%,9,1%,-0.2,-1%,-1%[57.1 µM],-9%,0%
O=C(OCC(=O)c1ccccc1Cl)c1cnccn1,16%,3,nt,-0.3,-9%,-3%,-14%,7%

# Some of the entries above in another layout:
O=C(Nc1cccc(C(F)(F)F)c1)c1cc2c(s1)-c1ccccc1OC2
  Abeta yeast res = 6%; PI5P4K alpha inh = 4; FUS suppressor = -3%; IL2 activator = -0.4; PLK1 PBD block = -3%; WRN helicase inh = -2%; EPAC1 antag = ?; EPAC1 agonist = 3%

CCOC(=O)C(=O)N(C)c1c(CC)nc2c(OCCC3CCCCC3)cccn12
  Abeta yeast res = 1%; PI5P4K alpha inh = ?; FUS suppressor = 29%; IL2 activator = -0.6; PLK1 PBD block = -20%; WRN helicase inh = -2%; EPAC1 antag = -27%; EPAC1 agonist = -2%
